Source: PubChem
BRCA1 expr act: qHTS Assay to Identify Small Molecule Activators of BRCA1 Expression | Potency, µM (highest dose often 46.1 µM), without a hit: at the top dose activation, usual class: activators | MCF7-BRCA1-FFLuc reporter, luminescence, 48 h; response scale: scaled: vehicle 0%, 10 µM genistein 100% | 1.1% of 380,000 active | AID 624202, 2012; further: nearly all actives have a fitted effect of over 80% in size; some results filed as inactive show a strong effect at the top dose
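Activators of BRCA1 expression were detected as increased firefly luciferase luminescence in engineered MCF7 cells after 48 h compound incubation. Signals were scaled to genistein 10 microM as full activation.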
MLL CXXC-DNA inh: qHTS Fluorescence Polarization Assay for Inhibitors of MLL CXXC domain - DNA interaction. Histone-lysine N-methyltransferase 2A (Homo sapiens), Q03164. MLL-CXXC / FITC-HOXA9 DNA fluorescence polarization. Potency, µM (doses to about 115 µM), inactives show at the highest dose activity change, negative = inhibition, actives largely listed as inhibitors. 0.037% of 290,000 active. AID 2662, 2010; active means well fitted inhibition curve with a large enough effect in the polarisation, with a control signal flat, not every such curve was filed as active; inconclusive means small, poorly fitted or top-dose-only effect, or effect the other way, or a change in a side signal; inactive means no such curve, though single readings can be large or run the other way; the % refers to the polarisation
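Purified MLL-CXXC (added from a 7 uM solution) was preincubated 5 min at ambient with pinned compounds in 50 mM Tris-HCl pH 7.5, 50 mM NaCl, 1 mM DTT, 0.05% BSA. Fluorescein-labeled HOX-A9 DNA (50 nM solution) followed, 30 min, then polarization read.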
Rab9 prom act: qHTS Assay for Rab9 Promoter Activators. AID 485297, 2010. Huh7 Rab9 promoter-luciferase reporter, luminescence, 24 h. 2.8% of 320,000 active. Potency, µM (highest dose often 9.22 µM), without a hit: top-dose activation, negative = inhibition, usual class: activators; further: % of control where 0% means no effect; nearly all actives have a fitted effect of over 60% in size
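Steps: seed 1500 Huh7 Rab9-luc cells per well, rest 2 h at 37 °C; add compound in DMSO; incubate 24 h; add luciferase reagent, 10 min ambient; read luminescence.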
FLuc modulator: qHTS profiling assay for firefly luciferase inhibitor/activator using purifed enzyme and Km concentrations of substrates (counterscreen for miR-21 project); purified FLuc, Km substrates, luminescence inhibition; Luciferin 4-monooxygenase (Photinus pyralis), P08659; AID 588342, 2011; 6.9% of 360,000 active; Potency, µM (top dose mostly 57.5 µM), for inactives: at the top dose activity change, negative = inhibition, most hits filed as inhibitors;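 further: plate controls were vehicle for no effect and reference inhibitor for full effect; nearly all actives have a fitted effect of over 55% in size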
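Purified P. pyralis luciferase (10nM final) with 10uM D-luciferin and 10uM ATP (Km levels) in 50mM Tris acetate pH 7.5, 10mM Mg acetate, 0.01% Tween-20, 0.05% BSA; qHTS 6-point titration, ~60 µM downward; luminescence read.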
p53 reactivation: qHTS assay for re-activators of p53 using a Luc reporter. H1299 p53-A138V BP100-luciferase reporter, luminescence, 24 h. Potency, µM (titrated, usually from 92.2 µM), inactives show top-dose activity change, positive = activation, actives largely listed as activators. 0.063% of 320,000 active; further: % of control where 0% means no effect; nearly all actives have a fitted effect of over 45% in size
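p53-null H1299 cells stably carrying temperature-sensitive p53-A138V and a BP100-luciferase reporter were pinned with compounds (4-point, 1:5 series) and held 24 hrs at 37 deg C. Luminescence was read 10 min after detection reagent.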
uPA generation: qHTS for Inhibitors of Cell Surface uPA Generation. cell surface uPA generation assay, qHTS. Potency, µM (top dose mostly 38.3 µM), for the others: at the top dose activity change, negative = inhibition, usual class: inhibitors. 0.31% of 330,000 active. AID 540303, 2011; active means well fitted inhibition curve with a large enough effect; inconclusive means small, poorly fitted or top-dose-only effect; inactive means no such curve, though single readings can be large or run the other way; tested in mouse RAW 264.7 cells; further: on the % scale 0 is the no-effect control and ±100 the full control effect; nearly all actives have a fitted effect of over 55% in size
ELG1 genotoxic: qHTS screen for small molecules that induce genotoxicity in human embryonic kidney (HEK293T) cells expressing luciferase-tagged ELG1 | 1.3% of 330,000 active | AID 504466, 2011 | Potency, µM (highest dose often 46 µM), inactives show at the highest dose activity change, positive = activation, usual class: activators | HEK293T ELG1-luciferase reporter, luminescence, 16 h; further: % of control where 0% means no effect; nearly all actives have a fitted effect of over 60% in size
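ELG1-luciferase HEK293T cells, 2,000/well; compound pinned in; 16 hr, 37 °C, 5% CO2; ONE-Glo, 30 min RT; luminescence on CCD imager.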
RORg inh: qHTS for inhibitors of ROR gamma transcriptional activity; Drosophila S2 Gal4-RORgamma UAS-luciferase reporter, 20 h; Potency, µM (top dose mostly 53.6 µM), without a hit: top-dose activity change, negative = inhibition, hits mostly inhibitors; 5.4% of 310,000 active; further: on the % scale 0 is the no-effect control and ±100 the full control effect; nearly all actives have a fitted effect of over 60% in size
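Luciferase reporter read in Schneider cells carrying Gal4-RORγ (mouse) and UAS-Photinus luciferase; cells given compound 1 h before 700 uM copper sulfate induction, then incubated 20 h at ambient temperature.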
NPC1 promoter act: qHTS Assay for NPC1 Promoter Activators; Huh7 NPC1 promoter luciferase reporter, 24 h; AID 485313, 2010; Potency, µM (top dose mostly 9.22 µM), inactives show at the top dose activation, hits mostly activators; 2.4% of 320,000 active;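 further: % of control where 0% means no effect; nearly all actives have a fitted effect of over 60% in size; reporter is driven by a mutant NPC1 promoter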
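Quantitative HTS used a cell-based reporter: Huh7 cells stably bearing the NPC1 promoter upstream of luciferase were treated with compounds for 24 h, and promoter activation was read as luminescence.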
MBNL1 CUG block: qHTS Assay for Inhibitors of MBNL1-poly(CUG) RNA binding; Muscleblind-like protein 1 (Homo sapiens), Q9NR56; TR-FRET MBNL1-His/biotin-(CUG)12 binding, 665/545 ratio; Potency, µM (titrated, usually from 57.5 µM), without a hit: top-dose activity change, negative = inhibition, hits mostly inhibitors; 0.036% of 280,000 active; active means well fitted inhibition curve with a large enough effect in the signal ratio, with a control signal flat, not every such curve was filed as active; inconclusive means small, poorly fitted or top-dose-only effect, or effect the other way, or a change in a side signal; inactive means no such curve, though single readings can be large or run the other way; the % refers to the signal ratio; further: on the % scale 0 is the no-effect control and ±100 the full control effect
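Ratiometric TR-FRET (665 over 545 nm, excitation 340 nm) tracks disruption of MBNL1-His/biotin-(CUG)12 complex after 60 min at room temperature, with compounds at 92 nM to 58 uM final.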
VP16 counter: VP16 counterscreen qHTS for inhibitors of ROR gamma transcriptional activity; Potency, µM (doses to about 53.6 µM), inactives show top-dose activity, negative = inhibition, most hits filed as inhibitors; AID 2546, 2010; 3.5% of 310,000 active; Drosophila S2 Gal4-VP16 UAS-luciferase, luminescence, 20 h;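 further: Gal4-VP16 expression switched on by copper sulfate through the metallothionein promoter; on the % scale 0 is the no-effect control and ±100 the full control effect; nearly all actives have a fitted effect of over 50% in size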
* = called active by the depositor; ? = inconclusive; . = not tested or not shown; [ ] = dose if it differs, or a comment. Unless noted, the call rests on the fitted dose curve; in most records, active means well fitted curve in the direction sought with a large enough effect; inconclusive means small, poorly fitted or top-dose-only effect, or another doubt; inactive means no such curve, though single readings can be large; an effect the other way counts as inactive or inconclusive. Potency means the concentration at half of the fitted maximal effect.

SMILES | BRCA1 expr act | MLL CXXC-DNA inh | Rab9 prom act | FLuc modulator | p53 reactivation | uPA generation | ELG1 genotoxic | RORg inh | NPC1 promoter act | MBNL1 CUG block | VP16 counter
COC(=O)C(Cc1c[nH]c2ccccc12)N1CCS(=O)(=O)CC1 (stereo not given) | -16% | -2% | -9% | -1% | -4% | . | -2% | -21% | -8% | -2% | 1%[10 µM]
COc1ccc(C(C(=O)NC2CCCC2)N(Cc2ccc(C)cc2)C(=O)c2ccn[nH]2)cc1OC (stereo not given) | 0% | -19% | -1% | -4% | -3% | -14% | -1% | 31% | 1% | -9% | ?
C/C(=N\NC(=O)C1COc2ccccc2O1)c1cc2ccccc2o1 (stereo not given) | 15% | 13% | 10% | 1% | 2% | 0% | -10% | -24% | -4% | . | -11%
COCCNC(=O)C1CCC(CNS(=O)(=O)c2ccc(F)cc2)CC1 (stereo not given) | 9% | 8% | 1% | 1% | -3% | 2% | -1% | -11% | ? | -3% | 1%
O=C(Nc1ccc(Oc2ncccn2)cc1)c1ccco1 | 54% | 1% | 20% | -4% | 17% | 1% | 9% | 22% | 9% | -1% | 3%
CC(=O)c1cccc(N(C(=O)CNC(=O)c2ccco2)C(C(=O)NCc2ccco2)c2ccccc2)c1 (stereo not given) | -8% | -2% | -11% | 1% | -2% | -2% | 1% | 35% | -1% | -2% | 0%
C=CCN1C(=O)/C(=C/c2ccc(O)cc2)S/C1=N/c1nccs1 | -24% | ? | 0% | -18% | 2% | -2% | -1% | -8% | -1% | . | -21%
CCCN(CC(=O)Nc1ccccc1C)C(=O)c1ccc(NC2CC2)c([N+](=O)[O-])c1 | -16% | . | 0% | 4% | 1% | -3% | 0% | . | -4% | . | .
Cc1ccc(COc2ccsc2C(=O)NN)cc1 | 18% | 10% | -5% | ? | 8% | 1% | 12% | -15% | -1% | 7% | -4%
CCn1nc(C)c(CNC(=O)c2cc(COc3ccc(C)nc3)on2)c1C | -2% | 24% | -8% | 1% | -3% | -3% | -6% | ? | -6% | -10% | -13%
CCCn1c(SCc2ccccn2)nc2c1c(=O)n(C)c(=O)n2C | 4% | 2% | 4% | 5% | -3% | 7% | 0% | 10% | 2% | -8% | -9%
CCCCn1cnc2c([nH]c3cc(OC)ccc32)c1=O | 79% | 0% | 26% | ? | 4% | -11% | 10% | 29% | ? | -7% | -2%
COc1ccc2c(c1)O[C@@]1(CCCC[C@@H]1C)CC2=O | -6% | . | -3% | 8% | -2% | -9% | 29% | . | -5% | . | .
c1cncc(CSc2ccc(-c3ccc4c(c3)OCO4)nn2)c1 | 5.6µM* | 2% | 2.8µM* | 17µM* | ? | -6% | 17% | ? | 3.2µM* | -15% | -18%
O=C(CN1C(=O)NC(c2ccccc2)(c2ccccc2)C1=O)NCC(=O)Nc1ccc(F)cc1 | -13% | . | 5% | 0% | -13% | -1% | 0% | . | -4% | . | .
CCOC(=O)c1oc2ccccc2c1CSc1nnnn1-c1ccc(C)cc1 | -13% | 1% | -4% | -1% | -3% | -7% | -3% | ? | -3% | -2% | -15%
COC(=O)c1ccc(OCC(O)CN2CCN(C(=O)c3ccco3)CC2)c(OC)c1 (stereo not given) | -5% | 1% | -3% | -2% | -3% | -2% | 3% | -4% | -1% | -1% | -8%
COc1ccc(OCC(O)Cn2cnc(-c3ccc(Br)cc3)c2)cc1 (stereo not given) | -44% | -2% | 3% | -2% | -1% | 12% | -1% | ? | -4% | -1% | -4%
CCNC(=O)c1ccc2c(c1)C1C3CCC(C3)C1C(c1ccccc1)N2 (stereo not given) | -56% | 5% | -9% | 2% | -4% | 0% | -4% | 20% | -2% | -1% | -6%
C=CCOc1ccc(C(=O)Nc2ccccc2C(=O)NCc2cccnc2)cc1 | -48% | 8% | -13% | ? | 0% | -25% | -1% | 4% | -20% | 0% | 4%
Cn1c(C(=O)OCC(=O)NCc2cccs2)cc2sccc21 | -44% | 3% | -9% | 6% | 19% | -6% | 1% | -13% | 4% | 29% | -15%
CCCCC(=O)Nc1ccc(C(=O)Nc2nc(CC(=O)OCC)cs2)cc1 | -4% | 1% | -4% | 19µM* | 3% | . | -1% | -4% | -3% | 61%[activator] | 4%
Clc1ccc(Sc2ccc(/C=N/n3cnnc3)o2)cc1 | -25% | 1% | 4% | 0% | -8% | 0% | 0% | 35% | 1% | ? | -8%
Cc1ccc(C(=O)N2CC(C)OC(C)C2)c(Cl)c1 (stereo not given) | 5% | -2% | 17% | -1% | 1% | 4% | 2% | -1% | -1% | -4% | 12%
CN1C(=O)CC(N2CCN(C(=O)CN3CCCC3)CC2)C1=O (stereo not given) | 0% | -1% | -2% | 4% | 2% | -4% | -4% | -9% | -3% | -10% | 1%
CCC(=O)Nc1cccc(NC(=O)c2ccc3c(c2)OCO3)c1 | 56% | -2% | 29% | 15µM* | 10% | -1% | 7% | ? | 17% | 2% | -2%
COc1cccc(-c2cc3nc4c(c(NCC(C)(C)CN(C)C)n3n2)CCCC4)c1 | -48% | -12% | 1% | 0% | 0% | . | 0% | -20% | -6% | -4% | 5%
CCn1cc(CNC(=O)CC2C(=O)NCCN2CC(c2ccccc2)c2ccccc2)cn1 (stereo not given) | -2% | -30% | -3% | 1% | -2% | -10% | 4% | -23% | 0% | 15% | 2%
CCN(CC(=O)Nc1ccc(NC(C)=O)cc1)C(=O)CC1OC(=O)c2ccccc21 (stereo not given) | 3% | . | 1% | -1% | 0% | 16% | 0% | . | 0% | . | .
CNc1cc(N2CCCCCC2)ccc1[N+](=O)[O-] | 11% | -7% | -3% | ? | -2% | -6% | -2% | 1% | 1% | ? | -9%
CCn1cc(-c2nnnn2-c2ccc(Cl)cc2)c(=O)c2ccccc21 | 8% | -4% | -1% | 1% | -1% | 0% | -3% | 30% | -1% | -8% | 0%
Cc1cc(C)c2c(CN3CCC(C)CC3)cc(=O)oc2c1 | 86% | 2% | ? | 15µM* | ? | -5% | ? | -10% | ? | 6% | 4%
COc1ccc(-n2ccnc2SCC(=O)NCc2ccc(F)cc2)c(OC)c1 | 8% | 0% | 1% | 5% | -5% | 10% | -4% | 8% | -3% | 0% | 2%
CN1CCc2nc(NC(=O)c3cccc(OC(F)F)c3)sc2C1 | 51% | -3% | 22% | 11µM* | 12% | -6% | ? | -31% | 24% | 4% | -10%

A stretch of the results above:
SMILES | BRCA1 expr act | MLL CXXC-DNA inh | Rab9 prom act | FLuc modulator | p53 reactivation | uPA generation | ELG1 genotoxic | RORg inh | NPC1 promoter act | MBNL1 CUG block | VP16 counter
CCN(CC(=O)Nc1ccc(NC(C)=O)cc1)C(=O)CC1OC(=O)c2ccccc21 (stereo not given) | 3% | . | 1% | -1% | 0% | 16% | 0% | . | 0% | . | .
CNc1cc(N2CCCCCC2)ccc1[N+](=O)[O-] | 11% | -7% | -3% | ? | -2% | -6% | -2% | 1% | 1% | ? | -9%
CCn1cc(-c2nnnn2-c2ccc(Cl)cc2)c(=O)c2ccccc21 | 8% | -4% | -1% | 1% | -1% | 0% | -3% | 30% | -1% | -8% | 0%
Cc1cc(C)c2c(CN3CCC(C)CC3)cc(=O)oc2c1 | 86% | 2% | ? | 15µM* | ? | -5% | ? | -10% | ? | 6% | 4%
COc1ccc(-n2ccnc2SCC(=O)NCc2ccc(F)cc2)c(OC)c1 | 8% | 0% | 1% | 5% | -5% | 10% | -4% | 8% | -3% | 0% | 2%
CN1CCc2nc(NC(=O)c3cccc(OC(F)F)c3)sc2C1 | 51% | -3% | 22% | 11µM* | 12% | -6% | ? | -31% | 24% | 4% | -10%

Not all compounds are listed; the hit share may differ from the screen's.
